LMNA splice mod: modulators of lamin A splicing. actives 0.01% (n = 200,000). Potency, µM (titrated, usually from 46.1 µM), for the others: top-dose ratio change, negative = inhibition, hits mostly inhibitors. HeLa LMNA splicing GFP/RFP minigene ratio, 48 h. AID 1487; active = well fitted inhibition curve with a large enough effect in the signal ratio, with a control signal flat, not every such curve was filed as active; inconclusive = small, poorly fitted or top-dose-only effect, or effect the other way, or a change in a side signal; the % refers to the signal ratio; note: potency is the fitted concentration of half-maximal effect; % is set by controls: 0 for no effect and ±100 for the full control effect
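Read-out is the ratio of GFP to DsRed2 object intensity, acquired by 488 nm laser-scanning cytometry on HeLa lamin A-EGFP minigene reporter cells. Compound incubation 48 hrs at 37 °C in Opti-MEM with 2% FBS; DMSO 0.5% final.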
HTT aggregate: reduces HttQ103-GFP aggregates in PC12 cells; PC12 HttQ103-GFP aggregates, Acumen cytometry, 40 h; Potency, µM (titrated, usually from 46.1 µM), for inactives: at the top dose activity change, negative = inhibition, actives largely listed as inhibitors; actives 1.1% (n = 220,000); note: potency is the fitted concentration of half-maximal effect; % is set by controls: 0 for no effect and ±100 for the full control effect; nearly all actives have a fitted effect of over 60% in size
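Inducible Q103 Huntingtin exon 1–GFP PC12 line, 1500 cells/well in phenol red free DMEM with 5% equine and 5% calf serum. Tebufenozide 100 nM induced expression; compounds titrated; aggregates quantified by cytometry.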
Luc counter: Kinase-Glo luciferase inhibition (counter-screen). Kinase-Glo luciferase, ATP luminescence, 8 min. actives 0.28% (n = 200,000). Q27757. Potency, µM (top dose mostly 38.3 µM), for the others: at the highest dose activity change, negative = inhibition, usual class: inhibitors; note: potency is the fitted concentration of half-maximal effect; % is set by controls: 0 for no effect and ±100 for the full control effect; nearly all actives have a fitted effect of over 60% in size
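Compound is pinned into ATP-containing buffer (10 uM ATP, imidazole pH 7.2, 7 mM MgCl2). Kinase-Glo luciferase reagent is then added. Light output is recorded following an 8-min room-temperature incubation.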
CBFb RUNX1 block: inhibitors of human CBF-beta and RUNX1 interaction; Q01196+Q13951; AlphaScreen CBFb-His/RUNX1-biotin binding, biochemical; Potency, µM (top dose mostly 59.8 µM), without a hit: top-dose activity, negative = inhibition, actives largely listed as inhibitors; 230,000 tested, under 10 active; note: % of control where 0% means no effect
Target sequence (Q01196 whole entry, looked up): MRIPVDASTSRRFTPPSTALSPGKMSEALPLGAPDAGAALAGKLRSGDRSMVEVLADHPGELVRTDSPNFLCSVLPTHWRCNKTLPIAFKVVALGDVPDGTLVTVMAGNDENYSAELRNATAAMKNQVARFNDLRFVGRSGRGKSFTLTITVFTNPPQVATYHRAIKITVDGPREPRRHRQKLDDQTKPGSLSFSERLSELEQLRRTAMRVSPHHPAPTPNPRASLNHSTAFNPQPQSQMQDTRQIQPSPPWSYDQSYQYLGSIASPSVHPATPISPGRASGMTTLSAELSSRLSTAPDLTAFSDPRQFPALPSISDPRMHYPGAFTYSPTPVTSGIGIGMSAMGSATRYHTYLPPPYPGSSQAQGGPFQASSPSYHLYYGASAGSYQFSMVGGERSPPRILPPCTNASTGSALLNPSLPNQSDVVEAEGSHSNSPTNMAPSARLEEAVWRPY
Target sequence (Q13951 whole entry, looked up): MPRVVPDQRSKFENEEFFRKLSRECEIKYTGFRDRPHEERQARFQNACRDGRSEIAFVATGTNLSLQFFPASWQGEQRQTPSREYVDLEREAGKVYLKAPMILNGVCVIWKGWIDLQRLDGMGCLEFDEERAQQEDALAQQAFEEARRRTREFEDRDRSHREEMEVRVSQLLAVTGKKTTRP
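Bead-based AlphaScreen assay; binding partners His-tagged CBF-beta and biotinylated RUNX1 at 30 nM each. Compound exposure 15 min after a 20-min protein preincubation; bead step 90 min; all steps at room temperature.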
IMPase Li cell: cell-permeable IMPase inhibitors with lithium potentiation; CHO-M1 cells, IP1 TR-FRET (IP-One), carbachol + lithium; AID 1457; Potency, µM (series often up to 59.4 µM), without a hit: at the top dose activity, negative = IMPase inhibition, usual class: inhibitors; actives 0.35% (n = 210,000);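 note: IP1 builds up when IMPase is blocked and the TR-FRET signal falls; potency is the fitted concentration of half-maximal effect; plate controls were basal vehicle for no effect and high inhibitor control for full effect; nearly all actives have a fitted effect of over 50% in size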
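Concentration–response in CHO-M1 cells, lithium-potentiated; 30 min at 37C. IP1 detected by competitive TR-FRET after 10 min lysis at RT. Hill-fitted AC50.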
SMN2 splice up: enhancers of SMN2 splice variant expression | HEK293 SMN2-luciferase splicing reporter, luminescence, 30-36 h | Potency, µM (doses to about 46.1 µM), without a hit: at the top dose activity change, positive = activation, actives largely listed as activators | actives 2.8% (n = 210,000) | AID 1458; note: potency is the fitted concentration of half-maximal effect; % of control where 0% means no effect; nearly all actives have a fitted effect of over 55% in size
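qHTS luciferase splicing reporter: luminescence rises when SMN2 exon 7 is included in transfected HEK293 cells. Compound exposure lasted 30-36 h at 37C, with 4.5 mM final sodium butyrate as control, followed by a ONE-Glo read.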
HTT cytoprotect: Huntington cell model cytoprotection by ATP luminescence. PC12 HTT-Q103 induced, cytoprotection, ATP luminescence, 40 h. Potency, µM (highest dose often 56.4 µM), for inactives: cytoprotection (ATP increase), usual class: activators. actives 0.14% (n = 230,000). AID 1471;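 note: potency is the fitted concentration of half-maximal effect; % of control where 0% means no effect; nearly all actives have a fitted effect of over 45% in size; toxic huntingtin expression switched on by the ecdysone agonist tebufenozide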
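Quantitative HTS on tebufenozide-induced (100 nM) PC12 cells expressing HTTQ103 exon 1–GFP; compounds tested as a concentration series; survival measured via cellular ATP.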
Active calls of the source: *; u = inconclusive; x = no result given; [ ] = dose if it differs, or a comment. Unless noted, calls come from the whole dose curve; as a rule, active = well fitted curve in the direction sought with a large enough effect; inconclusive = small, poorly fitted or top-dose-only effect, or another doubt; inactive = no such curve, though single readings can be large; an effect the other way counts as inactive or inconclusive.

SMILES	LMNA splice mod	HTT aggregate	Luc counter	CBFb RUNX1 block	IMPase Li cell	SMN2 splice up	HTT cytoprotect
COc1ccccc1CNCC(=O)Nc1ccc(N2CCOCC2)cc1	-13%	6%	2%	-11%	3%	u	11%[10 µM]
Cc1cc(Cl)ccc1NC(=S)NCc1ccccc1Cl	u	-24%	3%	-1%	10%	22%	-6%[0.074 µM]
O=C(NCCc1ccccc1)C(NS(=O)(=O)c1cccc2nsnc12)c1ccccc1 (stereo not given)	-11%	10%	3%	0%	1%	-1%	x
CC1CN(C2CCCCC2)c2nc3c(c(=O)[nH]c(=O)n3C)n2C1 (stereo not given)	-6%	3%	3%	16%	25%[38.3 µM]	-7%	-15%[0.074 µM]
N#CCCNC(=O)CCN1CCCCC1	0%	6%[9.22 µM]	2%	-3%	-8%[38.3 µM]	-11%	14%
CCOc1ccc(N=CC2=C(O)CC(c3ccco3)CC2=O)cc1 (stereo not given)	-1%	7%	-1%	9%	6%	-1%	10%[0.074 µM]
CC(C)CC(=O)N=Nc1c(O)[nH]c2ccccc12	13%[9.22 µM]	-7%	3%	0%	2%	-4%	-31%[inhibitor]
CCOC(CC(=O)NNC(=O)c1c(-c2c(Cl)cccc2Cl)noc1C)OCC	x	1%[9.22 µM]	x	-15%	x	x	27%[10 µM]
COc1ccc(NC(=O)NNC(=O)c2ccc(Cl)cc2Cl)cc1OC	10%[46 µM]	7%	-1%	4%	4%	-6%	-6%[10 µM]
COc1ccccc1NC(=O)Nc1ccccc1C(N)=O	-4%[46 µM]	24%	-3%	1%	-5%	-1%	-12%
COCCNC(=S)NNc1ccc(Cl)c(C(=O)O)c1	x	26%[9.22 µM]	x	-2%	x	x	11%[10 µM]
Fc1ccc(CSc2ncnc3c2oc2ccccc23)cc1	-11%	12%	-2%	-4%	u	-9%[1.84 µM]	10%[10 µM]
Cc1noc(C)c1COc1cccc(C(=O)NCc2cccc(Cl)c2)c1	2%	-15%	6%	8%	7%[38.3 µM]	-15%	-30%
CCOC(=O)COc1ccc2c(=O)c(-c3ccc(OC)c(OC)c3)c(C(=O)OCC)oc2c1	x	-28%[9.22 µM]	x	-4%	x	x	-1%[10 µM]
CCOC(=O)c1c(NC(NC(C)=O)C(Cl)(Cl)Cl)sc2c1CCCC2 (stereo not given)	u	8%	1%	-7%	19%	-62%[inhibitor]	-57%[inhibitor][10 µM]
Cc1ccc(/C=N/NC(=O)CN(Cc2ccccc2)S(=O)(=O)c2ccc3c(c2)OCCO3)cc1	u	12%	0%	-14%	-3%	-19%	12%[10 µM]
Cc1[nH]n(-c2ccccc2)c(=O)c1/C=N/c1nn[nH]n1	26%[46 µM]	15%[9.22 µM]	u	-6%	1%	x	17%[10 µM]
NC(=O)N/N=C/C=C/c1ccccc1	-21%[46 µM]	-4%[9.22 µM]	0%	-5%	-5%	1%	-15%[10 µM]
O=C(COC(=O)/C=C/c1cccc(F)c1)Nc1ccc(Cl)cn1	x	28%	-3%	-7%	2%	10%	14%[10 µM]
O=C(O)C(=Cc1ccnc2ccccc12)C(=O)O	x	x	-1%[7.66 µM]	x	4%	-5%[9.22 µM]	-1%[10 µM]
CSc1nc(O)c(C(c2cccc([N+](=O)[O-])c2)c2c(O)nc(SC)[nH]c2=O)c(=O)[nH]1	x	-1%[9.22 µM]	-4%	0%	-4%	16%	-46%
Cc1cc(C)nc(N2CCCC(C(=O)Nc3ccc4c(c3)OCCO4)C2)n1 (stereo not given)	8%	1%	10%	-1%	21%[38.3 µM]	-4%	-28%[10 µM]
COCCN1C(=O)C(CC(=O)Nc2ccccc2)SC1=Nc1ccc(OC)cc1 (stereo not given)	7%	0%	-3%	-2%	22%[38.3 µM]	-10%	11%
CCOc1ccc(/C=N/Nc2cc(=O)n(C)c(=O)n2C)cc1	1%	6%	1%	-6%	-8%	-11%	x
COC(=O)/C=C1\OC(c2ccccc2)=CC1=O	u	16%	-1%	0%	18%	2%	-5%[10 µM]

Continuation:
SMILES	LMNA splice mod	HTT aggregate	Luc counter	CBFb RUNX1 block	IMPase Li cell	SMN2 splice up	HTT cytoprotect
CCCCc1cc2c(cn1)=C(OC(=O)c1ccco1)C(C)(OC(=O)CC)C(=O)C=2 (stereo not given)	-8%[9.22 µM]	x	-4%[7.66 µM]	-3%[13.1 µM]	5%	4%[9.22 µM]	7%[10 µM]
CCOC(=O)C1CCN(S(=O)(=O)c2cc(Br)cc3c2N(C(C)=O)C(C)C3)CC1 (stereo not given)	-12%	4%	2%	5%	14%[38.3 µM]	-21%	20%[10 µM]
COc1cc(S(=O)(=O)NCC2CCCO2)ccc1Br (stereo not given)	-11%	2%	18%	1%	25%[38.3 µM]	12%	3%
Cc1ccccc1NS(=O)(=O)c1ccc(C(=O)OCC(=O)NCC(C)C)cc1	x	11%	1%	4%	-2%	-10%	-47%
COc1ccc(-n2c3c(cc(C(=O)NNc4ccccc4)c2=O)C(=O)CC(C)(C)C3)cc1	x	0%	10%	-9%	9%	-46%[inhibitor]	-21%
O=S(=O)(c1cccc(-c2cn3cc(Cl)ccc3n2)c1)N1CCOCC1	-17%	-9%	-3%	11%	22%[38.3 µM]	x	-23%[0.074 µM]
CCOC(=O)Cc1csc2nc3sc(C)c(C)c3c(=O)n12	3%	18%	4%	12%	-6%[38.3 µM]	-8%	6%[10 µM]
NC(=O)C1CCN(S(=O)(=O)c2ccc3c(c2)OCCO3)CC1	x	13%[9.22 µM]	x	7%	x	x	17%[10 µM]
Cc1ccc(SCC2(O)CCN(S(=O)(=O)c3ccc(Cl)cc3)CC2)cc1	u	u	5%	2%	13%	-64%[inhibitor]	u
COc1cc(/C=C/C(=O)N2CCN(CC(O)COc3ccccc3)CC2)cc(OC)c1OC (stereo not given)	3%	21%	1%	0%	0%[38.3 µM]	1%	-17%
CC(=O)c1cc2c(cc1NC(=O)CN1CCN(c3ccc(F)cc3)CC1)OCO2	7%	-2%	1%	1%	34%[38.3 µM]	-9%	9%
Cc1cc(C)c(NC(=O)CSc2nc(COc3ccccc3)nc3ccccc23)c(C)c1	14%	6%	-7%	-1%	-2%[38.3 µM]	-4%	-15%
Cc1ccc(-c2nnc(-c3ccc4c(c3)OCO4)o2)cc1	-10%[46 µM]	-9%	-5%	0%	-6%	11µM*	-87%[inhibitor]
O=c1cnc2cnc(N3CCNCC3)nc2n1Cc1ccc(F)cc1	-2%	x	x	x	10%	x	16%
COc1ccccc1Nc1nc2nonc2nc1N1CCCCC1C (stereo not given)	-9%	-17%	-1%	8%	5%	-10%[1.84 µM]	-52%[inhibitor][10 µM]
CCCCN(C(=O)Cn1nnc2ccccc21)C(C(=O)NCc1ccco1)c1ccncc1 (stereo not given)	0%	-4%	x	4%	x	x	-18%[10 µM]
Cc1ccccc1CSc1nnc(-c2cccnc2)n1N	-10%	-5%	-1%	5%	25%[38.3 µM]	u	5%[0.074 µM]
O=C(CSc1ccccc1)Nc1ccc(C(=O)Nc2cccc(O)c2)cc1	x	16%	0%	9%	6%	x	-50%[inhibitor]
O=S(=O)(NCCCCCNS(=O)(=O)c1ccc(F)cc1)c1ccc(F)cc1	-14%	5%	-4%	6%	32%[38.3 µM]	13%	0%
Oc1ccc(Cl)cc1-c1cc(-c2cccc(Br)c2)n[nH]1	u	u	0%	6%	32%[activator][38.3 µM]	-25%	-85%[inhibitor][10 µM]
CCc1c(C)sc2nc3c(C(=O)N4CCOCC4)cc(C(=O)c4cc(F)ccc4O)cn3c(=O)c12	-10%[46 µM]	-12%	3%	-14%	10%	-50%[inhibitor]	7%
CCOC(=O)CSc1nnc(CNC(=O)c2ccco2)n1C	1%	-18%	x	3%	x	x	-41%[inhibitor]
Nc1nc(CN2CCN(c3ccccc3F)CC2)nc(Nc2ccccc2)n1	u	28%	0%	-6%	-2%[38.3 µM]	27%	-34%[0.074 µM]
C/C=C\C=C\C(=O)Nc1cccc(C2=NOC3(C2)C[C@H](C(N)=O)N(C(=O)c2ccccc2C(=O)c2ccccc2)C3)c1 (stereo not given in full)	x	-7%[9.22 µM]	x	u	x	x	-35%[10 µM]
CO/N=C/CC(=O)c1ccc(OC)cc1	x	5%[9.22 µM]	-2%	-4%	18%	-5%	-92%[inhibitor]

Further entries.
SMILES	LMNA splice mod	HTT aggregate	Luc counter	CBFb RUNX1 block	IMPase Li cell	SMN2 splice up	HTT cytoprotect
COc1ccc(N(C(C)C(=O)N/N=C/c2ccc(OCC(C)C)cc2)S(C)(=O)=O)cc1 (stereo not given)	-23%	21%	-1%	6%	3%	-36%[inhibitor]	22%[10 µM]
Cc1ccc(NC(=O)c2cc(NC(=O)c3ccccc3C(=O)O)ccc2N2CCCCC2)cc1	x	9%[9.22 µM]	-4%	-1%	2%	4%	4%
Cc1nn(C(=O)c2c(-c3ccccc3)noc2C)c(C)c1N=Nc1cc(C(F)(F)F)cc(C(F)(F)F)c1	x	11%[9.22 µM]	x	19%	x	x	14%[10 µM]
Cc1ccccc1/C=N/NC(=O)Cn1nnc(N)n1	3%	26%	-4%	-6%	-4%	-2%	-24%[10 µM]
CC1=N/C(=C\c2ccc([N+](=O)[O-])cc2)C(=O)N1c1ccc(Cl)cc1	-14%	-3%	-7%	0%	-2%[38.3 µM]	u	-97%[inhibitor]
CSc1nc(C=Nc2ccccc2Cl)c(O)n1Cc1cccc(Cl)c1	x	-4%[9.22 µM]	x	-3%	x	x	12%[10 µM]
CC(C)CNC(=O)C(=O)NCc1ccccn1	x	12%	-4%	-1%	-17%	-17%	-23%
O=C(N/N=C/c1cc(Cl)ccc1O)c1ccccc1Br	x	2.5µM*	x	u	3%	x	-153%[inhibitor]
CC1=NN(c2ccccc2)C(=O)/C1=C\C=C\c1ccccc1	x	-1%[9.22 µM]	x	-10%	x	x	-10%[10 µM]
COC(=O)COc1ccc(S(=O)(=O)NCC2CCCO2)cc1Cl (stereo not given)	11%	5%	0%	9%	15%[38.3 µM]	9%	-21%
CCOc1ccc(-c2nc(C#N)c(NC3CC3)o2)cc1	0%	10%	-4%	-14%	-12%	27%	-4%[10 µM]
CCCn1nnnc1SCC(=O)Nc1nnc(CC)s1	6%	9%	-3%	0%	7%[38.3 µM]	18%	-1%[10 µM]
Cc1c(-c2cc(C(=O)O)on2)cnn1C	x	11%	x	-5%	-13%	x	-4%
CCCCNC(=O)CSc1nc2ccc(C)cc2[nH]1	-5%[46 µM]	20%	2%	3%	0%	9%	-21%

Screening data deposited in PubChem BioAssay by National Center for Advancing Translational Sciences (NCATS).

Rows were taken by chance; any-hit rate near 4%.
